Giardia FBPA inh: blocks Giardia fructose-bisphosphate aldolase activity | A8B2U2 | purified Giardia FBPA | actives 0.71% (n = 290,000) | AID 2451 | Potency, µM (top dose mostly 59.6 µM), for the others: at the top dose activity, negative = inhibition, actives largely listed as inhibitors; note: potency is the fitted concentration of half-maximal effect; nearly all actives have a fitted effect of over 55% in size
Target sequence (A8B2U2 whole entry, looked up): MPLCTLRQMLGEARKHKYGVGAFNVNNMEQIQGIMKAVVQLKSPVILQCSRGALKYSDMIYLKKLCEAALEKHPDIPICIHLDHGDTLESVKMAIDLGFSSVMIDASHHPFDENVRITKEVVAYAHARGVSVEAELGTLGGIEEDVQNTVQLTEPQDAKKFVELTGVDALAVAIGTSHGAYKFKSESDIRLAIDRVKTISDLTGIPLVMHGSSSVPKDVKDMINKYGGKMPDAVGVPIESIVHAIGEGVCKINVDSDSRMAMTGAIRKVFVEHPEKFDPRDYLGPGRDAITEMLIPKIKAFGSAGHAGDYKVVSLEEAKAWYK
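Giardia FBPA (40 nM reagent) was preincubated 10 min at RT with compound (up to 57.5 uM final), then substrate plus GAPDH/TPI/NAD/arsenate coupling system with diaphorase/resazurin was added; resorufin fluorescence (525/598 nm) was read after 20 min.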
HCMV inh: inhibitors of human cytomegalovirus; HFF cells, HCMV-luciferase reporter, 72 h; active compounds read low; activity change, negative = inhibition, % at 57.5 µM; actives 4.5% (n = 410,000); AID 1259415; in the data active = activity change below about -60%; inconclusive = no clear call, values can overlap the other calls; inactive = above about -39%
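Two-dose cell screen: HFF monolayers treated with compounds and infected with luciferase-expressing HCMV at 1 PFU/cell, 72 h at 37C, then lysed for luciferase measurement.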
Sm TGR block: inhibitors of Schistosoma mansoni thioredoxin glutathione reductase; Q962Y6; purified TGR, DTNB reduction, TNB absorbance 405 nm; Potency, µM (doses to about 114 µM), for inactives: at the highest dose activity change, negative = inhibition, most hits filed as inhibitors; actives 3% (n = 360,000); AID 485364; note: potency is the fitted concentration of half-maximal effect; nearly all actives have a fitted effect of over 60% in size
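First, TGR (20 nM dispensed) and NADPH were mixed with compound. Second, a 15 min room-temperature incubation followed. Third, further NADPH and then DTNB were added to start the reaction. Finally, TNB absorbance was monitored kinetically.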
AmpC inh detg: blocks E. coli AmpC beta-lactamase in detergent assay. P00811. AmpC hydrolysis of nitrocefin, absorbance 480 nm, 0.01% Triton. Potency, µM (titrated, usually from 114 µM), for inactives: top-dose activity change, negative = inhibition, most hits filed as inhibitors. actives 0.041% (n = 370,000);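 note: potency is the fitted concentration of half-maximal effect; 0% = no-compound wells and -100% = no-enzyme wells; nearly all actives have a fitted effect of over 25% in size; some results filed as inactive show a strong effect at the top dose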
Target sequence (P00811 whole entry, looked up): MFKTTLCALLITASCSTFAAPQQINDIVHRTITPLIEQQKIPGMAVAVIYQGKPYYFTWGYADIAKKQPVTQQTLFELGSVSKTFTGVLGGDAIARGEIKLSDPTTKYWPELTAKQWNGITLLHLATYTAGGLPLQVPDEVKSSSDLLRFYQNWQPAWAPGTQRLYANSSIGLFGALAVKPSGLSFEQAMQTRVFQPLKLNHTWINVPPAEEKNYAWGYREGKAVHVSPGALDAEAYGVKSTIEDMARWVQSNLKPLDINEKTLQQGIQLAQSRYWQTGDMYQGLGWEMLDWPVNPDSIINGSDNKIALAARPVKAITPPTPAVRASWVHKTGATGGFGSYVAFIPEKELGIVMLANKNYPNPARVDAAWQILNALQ
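20 mM phosphate pH 7.0 + 0.01% (detergent screen) or 0.0001% Triton X-100; 5.3 nM AmpC reagent; cpd preinc 15 min RT; nitrocefin (800 uM stock) to start; A480 q20 s × 4 min; Activity was normalised to no-enzyme and no-compound control wells.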
AmpC no deterg: AmpC beta-lactamase inhibition without detergent; AID 485341; P00811; Potency, µM (top dose mostly 57.1 µM), for inactives: at the top dose activity change, negative = inhibition, most hits filed as inhibitors; AmpC nitrocefin hydrolysis, absorbance 480 nm, 0.0001% Triton; actives 0.52% (n = 330,000);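 note: potency is the fitted concentration of half-maximal effect; plate controls were no compound for no effect and no enzyme for full effect; nearly all actives have a fitted effect of over 20% in size; some results filed as inactive show a strong effect at the top dose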
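20 mM phosphate pH 7.0 + 0.01% (detergent screen) or 0.0001% Triton X-100; 5.3 nM AmpC reagent; cpd preinc 15 min RT; nitrocefin (800 uM stock) to start; A480 q20 s × 4 min; Activity was normalised to no-enzyme and no-compound control wells.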
AMA1 RON2 block: AMA1-RON2 (P. falciparum) interaction inhibition | AID 720542 | AlphaScreen AMA1-biotinylated RON2 peptide binding | actives 0.2% (n = 360,000) | Potency, µM (doses to about 58.2 µM), for inactives: at the top dose activity change, negative = inhibition, most hits filed as inhibitors;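 note: potency is the fitted concentration of half-maximal effect; 0% = vehicle wells and -100% = peptide control; nearly all actives have a fitted effect of over 45% in size; some results filed as inactive show a strong effect at the top dose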
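AMA1 (3D7) with his tag at 25 nM final met compounds first, then biotinylated RON2 peptide at 25 nM; detection used donor plus acceptor beads, 10 µg/mL apiece, read by AlphaScreen after 30 min at room temperature.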
An asterisk follows results filed as active; [ ] = dose if it differs, or a comment. Unless noted, calls come from the whole dose curve; as a rule, active = well fitted curve in the direction sought with a large enough effect; inconclusive = small, poorly fitted or top-dose-only effect, or another doubt; inactive = no such curve, though single readings can be large; an effect the other way counts as inactive or inconclusive. Unless noted, % is set by controls: 0 for no effect and ±100 for the full control effect.

What do the screens show for `COC(=O)CCN(C1CCCCC1)S(=O)(=O)c1ccc(S(=O)(=O)NC2CCCCC2)cc1`?
Giardia FBPA inh: -10.5%; HCMV inh: inconclusive; Sm TGR block: -22.5%; AmpC inh detg: -0.8%; AmpC no deterg: -16.5%; AMA1 RON2 block: 4.1%

Results for COC(=O)c1ccc(COC(=O)CCS(=O)(=O)c2ccc(C)cc2)cc1 ?
Giardia FBPA inh: 2.0%; HCMV inh: -4.7; Sm TGR block: 13.0%; AmpC inh detg: -1.9%; AmpC no deterg: -1.0%; AMA1 RON2 block: -6.7%

How did CCN=C1NN=C(c2cc(C)n(Cc3ccco3)c2C)CS1 do in these assays?
Giardia FBPA inh: -0.3%; HCMV inh: -84.4*; Sm TGR block: -15.9%; AmpC inh detg: inconclusive; AmpC no deterg: -10.2%; AMA1 RON2 block: 48.2%[activator]

How did COc1ccc(/C=C2\SC(=S)N(CCC(=O)Nc3cccc(O)c3)C2=O)cc1 do in these assays?
Giardia FBPA inh: 7.1%; HCMV inh: -1.5; Sm TGR block: 1.7%; AmpC inh detg: -5.0%; AmpC no deterg: -55.0%; AMA1 RON2 block: 17.1%

What do the screens show for `CN(C)c1ncc(S(=O)(=O)c2ccccc2)c(-c2ccccc2Cl)n1`?
Giardia FBPA inh: 2.1%; HCMV inh: 51.4; Sm TGR block: 13.7%; AmpC inh detg: -0.6%; AmpC no deterg: -11.2%; AMA1 RON2 block: -13.8%

Results for Cc1ccc(NC(=O)c2cc(Cl)ccc2[N+](=O)[O-])cc1C ?
Giardia FBPA inh: -3.6%; HCMV inh: -73.4*; Sm TGR block: 0.7%; AmpC inh detg: 2.2%; AmpC no deterg: -42.1%; AMA1 RON2 block: 7.9%

How did O=C(C1CCCO1)N1CCN(S(=O)(=O)c2ccccc2)CC1 (centres undefined) do in these assays?
Giardia FBPA inh: -0.4%; HCMV inh: 49.0; Sm TGR block: -3.5%; AmpC inh detg: -2.8%; AmpC no deterg: inconclusive; AMA1 RON2 block: 12.3%

Results for O=C(CSc1nnnn1-c1ccc2c(c1)OCO2)NCc1ccccc1 ?
Giardia FBPA inh: -1.2%; HCMV inh: 21.1; Sm TGR block: -2.3%; AmpC inh detg: 2.6%; AmpC no deterg: -37.8%; AMA1 RON2 block: 24.5%

How did CN(CCCNC(=O)c1ccccc1F)CCCNC(=O)c1ccccc1F do in these assays?
Giardia FBPA inh: 12.7%; HCMV inh: 17.8; Sm TGR block: -0.2%; AmpC inh detg: -0.5%; AmpC no deterg: 14.0%; AMA1 RON2 block: 0.0%

Results for CC(C)(C)OC(=O)N[C@@H](Cc1ccccc1)C(=O)NCC1CCC(C(=O)N[C@@H](CC(=O)O)C(=O)O)CC1 (some centres undefined) ?
Giardia FBPA inh: 0.9%; HCMV inh: inconclusive; Sm TGR block: 0.4%; AmpC inh detg: -8.8%; AmpC no deterg: -26.0%; AMA1 RON2 block: 10.9%

Results for Cc1ccc2c(CC(=O)OCC(=O)N(CC(C)C)c3c(N)n(Cc4ccccc4)c(=O)[nH]c3=O)coc2c1 ?
HCMV inh: 17.1; Sm TGR block: -1.3%; AmpC inh detg: -14.4%; AmpC no deterg: -24.7%; AMA1 RON2 block: 17.2%

How did Cc1cc(C)c(OCC(O)CNC(C)(C)C)c(C)c1 (centres undefined) do in these assays?
Giardia FBPA inh: 2.3%; HCMV inh: -18.2; Sm TGR block: 0.9%; AmpC inh detg: 1.0%; AmpC no deterg: -2.3%; AMA1 RON2 block: -14.3%

What do the screens show for `CCOC(=O)C1CCCN(Cc2nc(Cc3ccccc3Cl)no2)C1` (centres undefined)?
Giardia FBPA inh: 0.1%; HCMV inh: 55.0; Sm TGR block: 9.8%; AmpC inh detg: 4.7%; AmpC no deterg: 61.2%[activator]; AMA1 RON2 block: -1.1%

How did CCOC(=O)c1c(NC(=O)CSc2nnc3c(n2)[nH]c2ccc(F)cc23)sc(C(C)=O)c1C do in these assays?
Giardia FBPA inh: 1.0%; HCMV inh: 0.6; Sm TGR block: 4.7%; AmpC inh detg: inconclusive; AmpC no deterg: -20.3%; AMA1 RON2 block: 9.7%

What do the screens show for `Cc1ccc(C)c(NC(=O)Cn2c(=O)nc(-c3ccccc3)c3ccccc32)c1`?
HCMV inh: 73.1; Sm TGR block: -9.0%; AmpC inh detg: -5.3%

What do the screens show for `CC(C)C(NS(=O)(=O)c1ccccc1F)C(=O)OCC(=O)NCc1ccco1` (centres undefined)?
HCMV inh: -15.2; Sm TGR block: -28.5%; AmpC inh detg: inconclusive; AmpC no deterg: -18.9%; AMA1 RON2 block: 9.2%

How did Cc1ccc(OCCn2c(C)nc3ccccc32)cc1 do in these assays?
Giardia FBPA inh: 11.4%; HCMV inh: inconclusive; Sm TGR block: 6.6%; AmpC inh detg: -3.2%; AmpC no deterg: 32.3%; AMA1 RON2 block: 6.4%

Results for C=CCN=c1scc(-c2ccco2)n1/N=C/c1ccc(O)c(O)c1O ?
Giardia FBPA inh: 22.3µM*; HCMV inh: 14.9; Sm TGR block: 0.0%; AmpC inh detg: 1.7%; AmpC no deterg: 4.47µM*; AMA1 RON2 block: -0.5%

How did COC(=O)c1ccc2c(=O)n(NC(C)=O)c(=S)[nH]c2c1 do in these assays?
Giardia FBPA inh: inconclusive; HCMV inh: -31.6; Sm TGR block: -9.7%; AmpC inh detg: 1.4%; AmpC no deterg: -38.2%; AMA1 RON2 block: 9.1%

How did CCCN(CC1CC1)C(=O)COC(=O)c1oc2ccc(OCC)cc2c1C do in these assays?
HCMV inh: -22.6; Sm TGR block: -11.2%; AmpC inh detg: 0.0%; AmpC no deterg: 53.5%; AMA1 RON2 block: 10.7%

What do the screens show for `Cn1c(Oc2cccc(Cl)c2)nc2c1c(=O)n(Cc1ccccc1Cl)c(=O)n2C`?
HCMV inh: 4.5; Sm TGR block: 21.0%; AmpC inh detg: 7.9%

Results for Cc1nc2c3cnn(-c4ccc(C)c(C)c4)c3ncn2n1 ?
Giardia FBPA inh: 2.7%; HCMV inh: 20.2; Sm TGR block: -32.5%; AmpC inh detg: inconclusive; AmpC no deterg: -11.9%; AMA1 RON2 block: -1.5%

Results for O=C(NCCc1c[nH]c2ccccc12)C1CCN(c2nnc(N3CCCC3=O)s2)CC1 ?
Giardia FBPA inh: -4.0%; HCMV inh: 41.2; Sm TGR block: -18.7%; AmpC inh detg: -1.8%; AmpC no deterg: 34.0%; AMA1 RON2 block: -2.2%

Results for CCOc1ccc2nc(NC(=O)c3ccc(OCC4CCCO4)cc3)sc2c1 (centres undefined) ?
Giardia FBPA inh: -4.7%; HCMV inh: inconclusive; Sm TGR block: -2.4%; AmpC inh detg: -0.2%; AmpC no deterg: 97.3%[activator]; AMA1 RON2 block: -0.3%

What do the screens show for `O=S(=O)(c1ccccc1)N(Cc1ccc(Cl)cc1)c1ccncc1`?
Giardia FBPA inh: 2.0%; HCMV inh: -16.1; Sm TGR block: 2.8%; AmpC inh detg: -8.5%; AmpC no deterg: 7.1%; AMA1 RON2 block: -2.2%

Results for CCOC(=O)CNc1nc(Cl)nc(NC(C)(C)C)n1 ?
Giardia FBPA inh: 0.6%; HCMV inh: -24.9; Sm TGR block: -1.0%; AmpC inh detg: 4.4%; AmpC no deterg: 2.0%; AMA1 RON2 block: 1.0%

What do the screens show for `Cn1cccc1/C=N/NC(N)=S`?
Giardia FBPA inh: inconclusive; HCMV inh: -4.3; Sm TGR block: 2.9%; AmpC inh detg: -4.0%; AmpC no deterg: -13.4%; AMA1 RON2 block: 73.6%[activator]

Results for CCOC(=O)C1=C(CN2CCCCC2)NC(=O)NC1c1ccc(OC)cc1 (centres undefined) ?
HCMV inh: -34.4; Sm TGR block: -0.7%; AmpC inh detg: -0.7%

Results for CN(C)CCN(C(=O)CCS(=O)(=O)c1ccccc1)c1nc2cc3c(cc2s1)OCO3 ?
HCMV inh: 3.1; Sm TGR block: inconclusive; AmpC inh detg: -2.1%; AmpC no deterg: 153.9%[activator]; AMA1 RON2 block: -16.1%

What do the screens show for `CCOC(OCC)c1ccc(/C=C\c2nccc(N)n2)cc1`?
Giardia FBPA inh: -5.3%; Sm TGR block: 6.1%; AmpC inh detg: -5.6%; AmpC no deterg: -3.8%; AMA1 RON2 block: -1.2%

What do the screens show for `CCc1ccccc1-n1nnnc1SCC(=O)Nc1ccc(N2CCN(C)CC2)cc1`?
HCMV inh: -22.1; Sm TGR block: -4.1%; AmpC inh detg: -5.2%; AmpC no deterg: 68.5%[activator]; AMA1 RON2 block: -12.0%

What do the screens show for `COc1ccc(/C=C/C(=O)Nc2ccc(NC(C)=O)cc2)cc1S(=O)(=O)N1CCOCC1`?
Giardia FBPA inh: 1.7%; HCMV inh: -17.0; Sm TGR block: 9.1%; AmpC inh detg: 1.6%; AmpC no deterg: 0.5%; AMA1 RON2 block: -7.8%

How did CS(=O)(=O)c1ccc2nnn(OCC(=O)Nc3ccc(Br)cc3Br)c2c1 do in these assays?
Giardia FBPA inh: 3.0%; HCMV inh: -3.2; Sm TGR block: -9.8%; AmpC inh detg: 2.2%; AmpC no deterg: 10.5%; AMA1 RON2 block: -5.2%

What do the screens show for `CCc1nnc(NC(=O)CSc2nc(C)cc(C)c2C#N)s1`?
Giardia FBPA inh: -1.5%; HCMV inh: 21.7; Sm TGR block: 1.5%; AmpC inh detg: -8.6%; AmpC no deterg: -8.0%; AMA1 RON2 block: -8.9%

Results for Cc1ccc(NC(=O)CN2CCN(S(=O)(=O)c3cccs3)CC2)cc1S(=O)(=O)N(C)C ?
Giardia FBPA inh: -7.9%; HCMV inh: inconclusive; Sm TGR block: -5.0%; AmpC inh detg: -10.8%; AmpC no deterg: 33.8%; AMA1 RON2 block: -4.1%

Results for CCN1CCN(CCCNC(=O)c2ccc(/C=C3/Oc4ccccc4N(Cc4cccc(C)c4)C3=O)cc2)CC1 ?
Sm TGR block: -6.9%; AmpC inh detg: -6.8%; AmpC no deterg: 22.0%; AMA1 RON2 block: 14.7%

What do the screens show for `O=C(O)c1ccc(S(=O)(=O)N2CCC(n3nnc4cc(C(F)(F)F)ccc43)CC2)cc1`?
HCMV inh: -17.2; Sm TGR block: -5.0%; AmpC inh detg: 0.4%; AmpC no deterg: -20.9%; AMA1 RON2 block: 10.7%

What do the screens show for `COc1ccc(C(=O)n2cnnc2N)cc1`?
Giardia FBPA inh: 1.1%; HCMV inh: 74.4; Sm TGR block: 0.5%; AmpC inh detg: inconclusive; AmpC no deterg: -17.7%; AMA1 RON2 block: 0.0%

Results for Cc1cc(C#N)c(SCC(N)=O)nc1-c1ccc(F)cc1 ?
Giardia FBPA inh: 4.7%; HCMV inh: -1.1; Sm TGR block: 3.9%; AmpC inh detg: 11.6%; AmpC no deterg: -29.2%; AMA1 RON2 block: 5.4%

As a working copy, two of the compounds above:
What do the screens show for `COc1ccc(C(=O)n2cnnc2N)cc1`?
Giardia FBPA inh: 1.1%; HCMV inh: 74.4; Sm TGR block: 0.5%; AmpC inh detg: inconclusive; AmpC no deterg: -17.7%; AMA1 RON2 block: 0.0%

Results for Cc1cc(C#N)c(SCC(N)=O)nc1-c1ccc(F)cc1 ?
Giardia FBPA inh: 4.7%; HCMV inh: -1.1; Sm TGR block: 3.9%; AmpC inh detg: 11.6%; AmpC no deterg: -29.2%; AMA1 RON2 block: 5.4%
